# E coli WT exp: E. coli BW25113 growth inhibition, expanded screen; growth inhibition, % at 100 µM; OD600 absorbance; 0.15% of 98,000 active;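 active = growth inhibition above about 50% at one test dose, limit read from the data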;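 also: growth measured after 20 h incubation at 37 °C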
# PostGolgi ctrl: yeast control strain growth, post-Golgi counter-screen; efflux-deficient yeast background strain, growth absorbance A615, 16 h; inhibition, % at 10 µM; 5% of 98,000 active; AID 738
# S1P2 antag: S1P2 (human) receptor antagonism | cell-based S1P2 antagonist assay, inhibition at 5 uM | inhibition, % at 5 µM | 0.21% of 97,000 active; in the data active = inhibition above about 45%;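 also: CRE beta-lactamase reporter cells expressing human S1P2 stimulated with S1P; 0% = agonist at EC80 alone and 100% = agonist plus reference antagonist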
# Target sequence (O95136 whole entry, looked up): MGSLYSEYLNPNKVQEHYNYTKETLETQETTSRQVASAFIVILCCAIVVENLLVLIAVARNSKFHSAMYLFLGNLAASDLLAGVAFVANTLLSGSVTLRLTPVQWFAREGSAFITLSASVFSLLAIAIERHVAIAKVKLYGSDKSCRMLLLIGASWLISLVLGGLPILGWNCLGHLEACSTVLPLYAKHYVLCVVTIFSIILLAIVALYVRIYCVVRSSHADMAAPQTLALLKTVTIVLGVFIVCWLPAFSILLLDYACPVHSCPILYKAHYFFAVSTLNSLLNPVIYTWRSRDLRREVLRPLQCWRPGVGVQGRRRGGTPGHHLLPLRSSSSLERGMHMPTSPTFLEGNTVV
# PostGolgi yeast: growth inhibition of a yeast mutant, post-Golgi transport screen; post-Golgi transport phenotypic cell assay; inhibition, % at 10 µM; 0.9% of 98,000 active;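 also: yeast cells grown in 1536-well plates; yeast grown about 18 h at 30C before absorbance read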
# HUVEC inhibit: inhibitors of human endothelial cell proliferation; 1.1% of 86,000 active; viability, % at 10 µM (by protocol); HUVEC proliferation, CellTiter-Glo luminescence, 72 h; active compounds read low;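 active = viability at or below 30%; inactive = viability above 30%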;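 also: 100% = median luminescence of DMSO-only cell control wells on each plate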
# hDAT+cocaine: modulates human dopamine transporter uptake under cocaine | Q01959 | LLC-PK1 hDAT cells, [14C]-dopamine uptake with cocaine IC80; actives deviate in either direction | B-score at 10 µM | 1.3% of 110,000 active | AID 449768;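 active = Z score or B-score, a plate-position-corrected score, falls beyond the plate's 99.7% confidence bounds, in either direction; inactive = both scores lie inside the 99.7% bounds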;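 also: scored against the spread of the other compound wells on the same plate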
# Target sequence (Q01959 whole entry, looked up): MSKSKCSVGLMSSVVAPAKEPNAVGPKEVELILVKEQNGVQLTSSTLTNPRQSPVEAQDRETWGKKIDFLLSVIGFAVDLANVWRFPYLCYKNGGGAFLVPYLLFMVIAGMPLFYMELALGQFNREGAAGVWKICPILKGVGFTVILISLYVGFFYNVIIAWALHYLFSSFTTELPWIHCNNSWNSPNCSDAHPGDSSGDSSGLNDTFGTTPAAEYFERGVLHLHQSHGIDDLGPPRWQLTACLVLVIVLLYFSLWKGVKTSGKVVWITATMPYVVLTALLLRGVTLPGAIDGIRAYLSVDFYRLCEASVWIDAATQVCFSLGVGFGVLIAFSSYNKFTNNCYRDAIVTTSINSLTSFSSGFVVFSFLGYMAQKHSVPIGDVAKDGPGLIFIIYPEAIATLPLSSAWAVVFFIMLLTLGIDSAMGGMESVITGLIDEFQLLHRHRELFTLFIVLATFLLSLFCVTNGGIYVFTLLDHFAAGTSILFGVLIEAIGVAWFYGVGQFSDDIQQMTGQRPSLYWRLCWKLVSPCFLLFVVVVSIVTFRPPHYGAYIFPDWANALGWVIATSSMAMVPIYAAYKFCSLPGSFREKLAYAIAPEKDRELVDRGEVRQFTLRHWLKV
# S1P2 agonist: activates the human S1P2 receptor. 0.46% of 97,000 active. activation, % at 4.5 µM. O95136. S1P2-expressing cell line, agonist reporter read-out; in the data active = activation above about 16%;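 also: 0% = vehicle low control and 100% = maximal reference agonist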
# H69AR inhibit: growth inhibitors of human H69AR lung tumor cells. AID 598. viability, % at 10 µM. H69AR lung tumor viability, ATP luminescence, 72 h; active compounds read low. 6% of 85,000 active;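 active = viability at or below 40%; inactive = viability above 40%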;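 also: multidrug resistant small cell line overexpressing MRP-1 efflux transporter; 100% = mean luminescence of untreated control wells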
# Fibroblast inh: blocks proliferation of human lung fibroblasts | LL 47 human lung fibroblast viability, ATP luminescence; active compounds read low | viability, % at 10 µM | 1.1% of 85,000 active | AID 719;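 active = viability at or below 50% in the single dose screen; inactive = viability above 50%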;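 also: compound exposure lasted 72 h before the ATP readout; 100% = median luminescence of untreated cell-only wells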
#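 Material: human LL 47 lung fibroblast cells; quantity: 1,150 cells/well; medium: IMEM plus 15% FBS; doses: 0.1% DMSO in all compound wells; timing: overnight attachment after seeding, then 72 h compound exposure at 37 °C; detection: CellTiter-Glo luminescence; measure: % viability of median cell-only signal; controls: cell-only wells, no compound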
# * marks the source's active call; other numbers are inactive results; . = no result given. Rule as the data show it, unless noted: active = inhibition above about 30%; inactive = the rest.
nr	canonical_smiles	E coli WT exp	PostGolgi ctrl	S1P2 antag	PostGolgi yeast	HUVEC inhibit	hDAT+cocaine	S1P2 agonist	H69AR inhibit	Fibroblast inh
1	O=C(CNC1CCCCC1)N1CCc2ccccc2C1	-1.0	18.3	-7.2	13.2	103.0	-0.978	-5.7	83.6	97.4
2	CCN(CC)C(=O)CN(C#N)c1nc(OC)nc(N(C)C)n1	2.0	0.9	.	1.3	103.7	-0.103	.	94.9	96.6
3	Cc1ccc(-c2cc(C(=O)NCC3CCCO3)no2)cc1 (configuration not stated)	6.0	16.4	-8.6	1.5	102.5	0.483	-6.4	93.3	111.2
4	O=C1c2ccccc2C(=O)N1Cc1nc2ccccc2c(=O)n1CCN1CCOCC1	.	.	18.4	.	103.3	-0.694	-4.1	105.0	100.9
5	Cc1cc(C)nc(SC2=CS(=O)(=O)c3ccccc32)n1	-2.0	3.1	-12.3	-3.5	93.6	-7.73*	-6.8	5.8*	58.1
6	COC(=O)C1=C(C)NC2=C(C(=O)CCC2)C1c1coc2ccccc2c1=O (configuration not stated)	5.0	-8.2	.	2.1	113.0	0.202	.	108.9	97.6
7	N#CCCNC(=O)CCN1CCCCC1	0.0	4.6	-7.7	5.8	103.4	-0.0664	0.9	92.5	104.7
8	COc1ccccc1NC(=O)CN(c1ccc(C)cc1)S(=O)(=O)c1c(C)n[nH]c1C	14.0	3.4	11.2	5.1	84.8	0.724	-4.8	84.7	97.4
9	Cc1cc(N2CCC(C(N)=O)CC2)nc(-c2ccccc2)n1	-1.0	6.9	16.4	-3.4	.	0.0904	-0.5	.	.
10	O=C(N1CCOCC1)C(F)(F)C(=O)N1CCOCC1	-3.0	2.4	-0.8	6.2	99.5	-0.0281	-6.2	98.6	98.7
11	CC(C)Nc1nc(NC(C)C)nc(N(C)C#N)n1	-2.0	4.8	-35.2	5.6	86.3	0.493	-3.1	90.0	98.0
12	Cc1ccc2oc(=O)n(CC(=O)OC(C)C)c2c1	.	.	-12.4	.	88.0	-1.06	-7.2	89.3	94.4
13	Clc1ccccc1COc1ccccc1-c1nnco1	7.0	-0.8	-4.0	1.1	96.2	0.955	-5.7	90.9	100.8
14	COc1cccc(N2CC(O)Cn3c2nc2c3c(=O)n(CCCc3ccccc3)c(=O)n2C)c1 (configuration not stated)	-1.0	-4.5	10.0	16.2	95.1	2.46	-9.2	107.0	90.9
15	CCOC(=O)CN1CC23C=CC(O2)C(C(=O)Nc2ccc4c(c2)OCO4)C3C1=O (configuration not stated)	3.0	-8.7	.	-10.6	113.1	-0.309	.	95.6	122.8
16	CSc1ccc(NC(=O)N2CCN(c3nc4ccccc4s3)CC2)cc1	1.0	6.5	13.1	2.9	113.4	0.864	-6.4	86.0	97.2
17	CC(=O)C1C(c2ccccc2Cl)NC(=O)NC1(O)C(F)(F)F (configuration not stated)	-6.0	21.6	-4.5	7.0	97.2	-0.692	-3.3	100.0	88.7
18	O=c1[nH]c2ccc(S(=O)(=O)N3CCN(c4ccccc4)CC3)cc2[nH]c1=O	3.0	4.1	-12.1	15.3	.	-0.698	-1.0	.	.
19	Cc1c(Cl)cccc1-n1c(SCC(=O)NCc2ccccc2Cl)nnc1-c1ccncc1	-4.0	13.1	15.8	-2.6	86.5	1.56	-7.2	21.4*	94.0
20	COc1cccc2cc(C(=O)C3=C(O)C(=O)N(CCN(C)C)C3c3ccc(F)cc3)oc12 (configuration not stated)	8.0	2.0	7.3	2.2	104.2	0.192	-6.3	99.5	98.8
21	O=C(OCc1cn(-c2ccc(Cl)c(Cl)c2)nn1)c1ccccc1	-7.0	-2.6	14.6	0.0	.	0.439	-4.7	.	.
22	CC(C)(CO)NC(=O)CCCOc1ccc(Cl)cc1Cl	7.0	4.9	16.0	0.2	105.2	0.521	-4.7	92.5	105.1
23	O=C(COC(=O)COc1ccccc1[N+](=O)[O-])Nc1ccc(S(=O)(=O)N2CCCCC2)cc1	1.0	2.5	0.0	-9.3	.	0.415	-6.2	.	.
24	N#Cc1c(SCC(N)=O)nsc1SCc1ccccc1Cl	-6.0	11.2	16.6	-1.1	79.9	-0.193	-4.8	91.5	93.0
25	C=CCn1c(SCC(=O)N2CCOCC2)nc2sc3c(c2c1=O)CCCC3	1.0	9.1	-8.3	18.3	79.5	3.11*	3.4	45.2	101.5
26	COc1ccc(S(=O)(=O)N(C)CC(=O)Nc2ccccc2SC)cc1	1.0	-3.8	9.7	4.6	82.1	-0.263	-6.9	80.2	94.2
27	O=C(c1ccco1)N1c2ccccc2Sc2ccccc21	-16.0	32.0*	14.8	3.7	.	-1.15	-3.8	.	.
28	CN(C(=O)CSc1nnc(-c2ccco2)o1)C1CCCCC1	10.0	5.4	0.9	-1.4	109.1	-1.03	-3.4	106.9	104.1
29	O=C(CSc1nnc(-c2ccccc2)o1)c1ccc2c(c1)OCCO2	4.0	13.9	12.4	-6.2	87.5	0.417	-8.8	83.1	98.5
30	CCN1C(=O)/C(=C2\SC(=S)N(CC3CCCO3)C2=O)c2ccccc21 (configuration not stated)	-3.0	2.5	16.6	-3.1	87.4	-0.607	-3.2	68.7	99.1

# 5 entries from above in another layout:
12. Cc1ccc2oc(=O)n(CC(=O)OC(C)C)c2c1
13. Clc1ccccc1COc1ccccc1-c1nnco1
14. COc1cccc(N2CC(O)Cn3c2nc2c3c(=O)n(CCCc3ccccc3)c(=O)n2C)c1 (configuration not stated)
15. CCOC(=O)CN1CC23C=CC(O2)C(C(=O)Nc2ccc4c(c2)OCO4)C3C1=O (configuration not stated)
16. CSc1ccc(NC(=O)N2CCN(c3nc4ccccc4s3)CC2)cc1

screen / no. | 12 | 13 | 14 | 15 | 16
E coli WT exp | . | 7.0 | -1.0 | 3.0 | 1.0
PostGolgi ctrl | . | -0.8 | -4.5 | -8.7 | 6.5
S1P2 antag | -12.4 | -4.0 | 10.0 | . | 13.1
PostGolgi yeast | . | 1.1 | 16.2 | -10.6 | 2.9
HUVEC inhibit | 88.0 | 96.2 | 95.1 | 113.1 | 113.4
hDAT+cocaine | -1.06 | 0.955 | 2.46 | -0.309 | 0.864
S1P2 agonist | -7.2 | -5.7 | -9.2 | . | -6.4
H69AR inhibit | 89.3 | 90.9 | 107.0 | 95.6 | 86.0
Fibroblast inh | 94.4 | 100.8 | 90.9 | 122.8 | 97.2

# (further entries)
nr	canonical_smiles	E coli WT exp	PostGolgi ctrl	S1P2 antag	PostGolgi yeast	HUVEC inhibit	hDAT+cocaine	S1P2 agonist	H69AR inhibit	Fibroblast inh
31	c1ccc2c(c1)Sc1ccccc1-n1cnnc1-2	.	.	-9.8	.	97.9	0.531	-4.4	76.4	97.2
32	O=[N+]([O-])c1cccnc1NCCNc1ncc(C(F)(F)F)cc1Cl	-2.0	34.7*	-2.4	5.5	.	0.312	3.8	.	.
33	CCOCc1nnc(NC(=O)c2ccc(OC)cc2)s1	.	.	-7.6	.	101.9	0.286	-3.4	103.0	110.1
34	Cc1noc(C)c1S(=O)(=O)Nc1ccc(C(=O)NC2CCCCC2)cc1	4.0	5.1	-5.4	0.5	.	0.547	-1.5	.	.
35	Cc1ccc(-c2[nH]n3c(=O)c4c(nc3c2C)CCCC4)cc1	0.0	6.5	9.8	-10.3	80.5	0.211	-2.2	55.7	93.8
36	Cn1c(N2CCCC2)nc2c1c(=O)n(Cc1cccc(F)c1)c(=O)n2C	-3.0	9.3	-1.9	-10.1	.	1.22	10.0	.	.
37	O=C(CN1CCSCC1)N1CCc2[nH]c3ccc(Br)cc3c2C1	19.0	19.0	-17.2	0.2	90.5	0.191	-1.2	82.4	94.5
38	C=CCNc1nc2c(c(=O)n(C)c(=O)n2C)n1CC	-2.0	15.4	5.7	-3.0	98.8	-0.134	-1.8	96.8	99.7
39	Cc1cccc(C(=O)O/N=C2\CCS(=O)(=O)c3sccc32)c1	-5.0	14.1	10.2	1.2	.	-0.49	-5.5	.	.
40	CC1CCN(C(=O)c2ccc3c(c2NCCO)C(=O)c2ccccc2C3=O)CC1	7.0	17.1	-11.8	-2.2	68.5	1.66	1.8	84.0	100.3
41	NC(=O)C1(N2CCCCC2)CCN(CC(=O)Nc2ccccc2Sc2ccccc2)CC1	-12.0	20.7	0.4	-4.8	.	0.18	-5.2	.	.
42	C(=C\c1ccccc1)/C=N/Nc1nc2ccccc2s1	-12.0	8.6	-14.9	-5.4	.	-0.0556	-4.4	.	.
43	O=C(CCCN1C(=O)c2ccccc2C1=O)Oc1ccc(Cl)cc1	4.0	6.8	-9.4	-2.2	92.0	-0.116	-0.8	88.4	98.7
44	COc1ccc(-c2nnc(SCC(=O)NC3CCCCC3)o2)cc1OC	1.0	-3.0	-1.3	-9.4	98.4	0.985	-3.1	86.6	107.1
45	CC(C)OC(=O)C1CC=CCC1C(=O)Nc1ccc(Cl)cc1 (configuration not stated)	0.0	16.4	17.0	1.1	101.5	-0.683	-2.6	93.1	95.6
46	O=C(C(Cc1ccccc1)n1cccc1)N1CCN(c2ccccc2)CC1 (configuration not stated)	-4.0	18.4	-5.0	-5.8	116.2	-1.08	-0.6	94.4	92.1
47	COCCOC(=O)C1=C(C)N=C2SCCC(=O)N2C1c1cccc(Br)c1 (configuration not stated)	-4.0	10.8	.	4.9	94.4	0.855	.	77.6	92.9
48	N#CC1=C(N)SC(N)=C(C#N)C1c1c(Cl)cccc1Cl	13.0	-5.8	28.1	-1.6	86.4	-0.912	-5.3	71.6	95.2
49	O=C(CSc1nnnn1-c1ccc(F)cc1)Nc1ccc(N2CCOCC2)c(Cl)c1	1.0	8.3	-17.2	1.8	101.9	0.026	-4.8	99.7	97.6
50	Cc1oc2c(CN3CCOCC3)c(O)ccc2c(=O)c1-c1ccc(Br)cc1	1.0	-8.1	0.6	4.1	84.2	-0.133	-5.0	64.9	86.9
51	CC(C)(C)c1csc(SCC(=O)Nc2ccc(Cl)cn2)n1	.	.	5.6	.	83.4	-0.331	-4.1	94.8	112.8
52	Cc1ccc(NC(=S)NN2CCOCC2)c(C)c1	5.0	4.4	-5.3	-6.0	104.4	0.407	-3.5	89.6	106.3
53	Cc1nn(-c2ccccc2)c(OC(=O)c2cccs2)c1S(=O)(=O)c1ccccc1	-8.0	7.5	15.1	-3.2	.	-0.771	-8.6	.	.
54	COC(=O)Nc1sccc1C(=O)Nc1sccc1C(=O)OC	-14.0	-4.0	-9.6	3.4	62.9	1.48	-0.6	50.8	105.7
55	CC(C)n1c(-c2cccnc2)nc2cnccc21	-3.0	-5.1	.	-1.3	95.4	0.0214	.	83.4	103.3
56	Clc1ccc(-c2nnc(-c3ccccc3)o2)c(Cl)c1	0.0	2.9	5.7	-27.7	82.0	0.274	-6.2	69.3	.
57	COc1ccc2nc(NC(=O)c3cc(C)oc3C)sc2c1	.	.	-8.0	.	83.2	0.786	-2.7	84.0	88.2
58	COC(=O)c1ccc(C2C(Oc3ccccc3C)C(=O)N2CCc2ccc(OC)c(OC)c2)cc1 (configuration not stated)	-7.0	14.3	10.5	8.2	.	-0.571	-3.6	.	.
59	COC(=O)/C=C/CSC1=N/C(=C/c2ccc(-n3cncn3)cc2)C(=O)N1	3.0	14.5	5.0	1.1	.	-0.258	-2.4	.	.
60	O=C(NCC(=O)N1CCC(N2CCCCC2)CC1)C1CCCCC1	6.0	30.1*	5.7	-11.1	99.7	0.354	-2.1	96.4	102.4

# Going on with the list:
nr	canonical_smiles	E coli WT exp	PostGolgi ctrl	S1P2 antag	PostGolgi yeast	HUVEC inhibit	hDAT+cocaine	S1P2 agonist	H69AR inhibit	Fibroblast inh
61	O=C(/C=C/NNC(=O)c1ccc(Br)cc1)c1ccccc1	-6.0	6.7	-4.9	8.3	80.4	-0.22	-0.1	83.5	85.0
62	O=C(c1cccc2c1C(=O)N(Cc1cccnc1)C2)N1CCN(c2ccccc2)CC1	-2.0	-0.9	2.0	13.6	98.8	0.543	-2.3	93.5	102.0
63	FC(F)(F)c1cccc(-c2noc(CN3CCOCC3)n2)c1	3.0	6.0	-1.6	3.1	113.2	-0.0495	-1.6	96.7	105.9
64	O=S(=O)(NCCCCCNS(=O)(=O)c1ccc(F)cc1)c1ccc(F)cc1	2.0	7.0	-14.6	-3.2	95.8	0.245	-0.3	86.5	102.9

# Source: PubChem BioAssay

# Compounds as they come; any-hit rate near 11%.
